Screens (PubChem BioAssay)
Wnt bcat act: Wnt/beta-catenin pathway activators, primary screen, cell-based, plate reader, single point | activation, % at 9.35 µM | AID 743398, 2014 | 1.2% of 300,000 active | Wnt/beta-catenin reporter cell assay, activator; in the data active = activation above about 30%, passing the limit was not always enough;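 note: 0% = neutral control wells and 100% = positive control wells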
PvdQ inh: P. aeruginosa PvdQ acylase inhibitors, primary screen, biochemical, fluorescence, plate reader and imaging, single point. PvdQ acylase [Pseudomonas aeruginosa LESB58]. purified PvdQ acylase. inhibition, % at 10 µM. 0.063% of 340,000 active. AID 488965, 2010; in the data active = inhibition above about 30%, passing the limit was not always enough;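 note: 0% = vehicle neutral wells and 100% = reference inhibitor wells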
SR-BI DiI inh: inhibitors of SR-BI mediated HDL lipid uptake, primary screen, ldlA[mSR-BI] cells, fluorescence, single point. ldlA[mSR-BI] CHO cells, DiI-HDL uptake fluorescence, 3 h. inhibition, % at 12.5 µM. 0.96% of 320,000 active. AID 488896, 2010;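 active = mean replicate inhibition of at least 70% and a set share of replicates each scoring 70 or more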;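 note: 0% = median of neutral control wells and 100% = median of positive control wells; values of inactives mirror those of a sister screen read the other way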
NSD2 HMT inh: NSD2 histone methyltransferase inhibitors, primary screen, biochemical, AlphaScreen, single concentration, set 2; NSD2 peptide methylation, 120 min; inhibition, % at 12.5 µM; 0.54% of 310,000 active; in the data active = inhibition above about 50%
Target sequence (O96028 whole entry, looked up): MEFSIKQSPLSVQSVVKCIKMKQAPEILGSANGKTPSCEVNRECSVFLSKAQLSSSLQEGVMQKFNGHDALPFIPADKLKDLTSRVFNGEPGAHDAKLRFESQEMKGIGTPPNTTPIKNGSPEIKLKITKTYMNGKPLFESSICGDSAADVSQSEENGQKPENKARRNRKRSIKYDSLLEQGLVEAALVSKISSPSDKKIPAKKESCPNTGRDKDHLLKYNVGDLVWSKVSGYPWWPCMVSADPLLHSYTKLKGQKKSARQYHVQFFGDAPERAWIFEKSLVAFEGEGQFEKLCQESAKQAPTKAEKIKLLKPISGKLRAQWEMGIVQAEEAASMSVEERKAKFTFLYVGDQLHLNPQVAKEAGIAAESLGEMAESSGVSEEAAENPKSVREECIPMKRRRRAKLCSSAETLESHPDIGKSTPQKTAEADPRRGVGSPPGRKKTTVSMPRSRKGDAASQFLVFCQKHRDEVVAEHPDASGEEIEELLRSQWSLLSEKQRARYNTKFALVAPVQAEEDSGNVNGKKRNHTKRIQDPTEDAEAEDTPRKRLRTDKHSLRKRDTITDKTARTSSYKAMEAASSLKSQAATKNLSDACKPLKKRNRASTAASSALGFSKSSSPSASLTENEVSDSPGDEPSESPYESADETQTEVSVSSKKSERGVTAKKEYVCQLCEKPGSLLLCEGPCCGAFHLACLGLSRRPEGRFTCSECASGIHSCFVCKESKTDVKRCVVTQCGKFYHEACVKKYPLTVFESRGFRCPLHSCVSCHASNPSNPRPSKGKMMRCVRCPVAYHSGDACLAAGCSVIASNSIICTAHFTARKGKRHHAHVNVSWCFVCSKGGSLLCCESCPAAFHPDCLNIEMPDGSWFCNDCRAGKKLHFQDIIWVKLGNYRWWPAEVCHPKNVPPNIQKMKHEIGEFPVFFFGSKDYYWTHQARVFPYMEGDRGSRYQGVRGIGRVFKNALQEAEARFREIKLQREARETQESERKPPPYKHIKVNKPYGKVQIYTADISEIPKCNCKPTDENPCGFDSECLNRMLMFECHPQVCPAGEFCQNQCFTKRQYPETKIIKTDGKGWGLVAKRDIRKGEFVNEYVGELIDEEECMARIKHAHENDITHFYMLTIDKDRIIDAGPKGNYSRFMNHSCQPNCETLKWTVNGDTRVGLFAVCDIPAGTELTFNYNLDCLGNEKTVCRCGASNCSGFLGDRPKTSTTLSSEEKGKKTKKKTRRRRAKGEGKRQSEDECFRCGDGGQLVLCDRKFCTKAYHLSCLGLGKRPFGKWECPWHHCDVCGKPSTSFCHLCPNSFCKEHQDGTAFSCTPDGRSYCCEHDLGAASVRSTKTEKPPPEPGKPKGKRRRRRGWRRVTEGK
HTR5A ag: HTR5A agonists in luminescence cell assay, primary screen, counter-screen for OPRM1-OPRD1 heterodimer agonist project, full-deck HTS | 5-hydroxytryptamine receptor 5A (Homo sapiens), P47898 | cell-based | activation, % at 9.3 µM | 0.61% of 340,000 active | AID 504692, 2011; in the data active = activation mostly above about 9.5%, no sharp cut-off; inactive = mostly below about 7.6%;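 note: 0% = cells with vehicle only and 100% = reference agonist; strong numbers were not always called active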
CDK5 p35 inh: inhibitors of human CDK5/p35 kinase, primary screen, biochemical, single concentration | Cyclin-dependent kinase 5 (Homo sapiens) + Cyclin-dependent kinase 5 activator 1 (Homo … | Recombinant CDK5/p35, ADP-Glo luminescence, 60 min | inhibition, % at 10 µM | 0.01% of 330,000 active | AID 488839, 2010;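 active = highest replicate inhibition of at least 50% and at least 75% of replicates reaching 50%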;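 note: plate controls were DMSO neutral control for no effect and GW8510 at 10 µM for full effect; many of its hits are not listed in these tables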
HTR5A inv ctr: HTR5A inverse agonists in luminescence cell assay, primary screen, counter-screen for OPRM1-OPRD1 heterodimer inverse agonist project, full-deck HTS | 0.083% of 340,000 active | HTR5A cell line, inverse agonism | 5-hydroxytryptamine receptor 5A (Homo sapiens), P47898 | inhibition, % at 9.3 µM; in the data active = inhibition mostly above about 23%, no sharp cut-off; inactive = mostly below about 18%;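 note: 0% = cells with DMSO and 100% = no-cell wells with DMSO; some compounds called inactive have numbers as strong as hits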
MITF TRPM1 HTS: activators of MITF-driven TRPM1 promoter reporter, primary screen, cell-based, SK-MEL-5, luciferase, single point; SK-MEL-5 TRPM1-promoter luciferase, 24 h; % of positive control, neutral wells = 0; activation, % at 12.5 µM; 0.75% of 300,000 active;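 active = mean activation of at least 80% with every replicate also reaching 80%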;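 note: 0% = neutral control wells and 100% = parthenolide positive control wells; values of inactives mirror those of a sister screen read the other way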
V-ATPase pH: regulators of yeast V-ATPase proton pumping, primary screen, pHLuorin cytosolic pH fluorescence; S. cerevisiae; response, % at 10 µM; 0.37% of 350,000 active; AID 504577, 2011; in the data active = response mostly above about 7.3%, no sharp cut-off; inactive = mostly below about 5.4%; note: actives read high; inactives centre near 0; some compounds called inactive have numbers as strong as hits; reference of the scale not given here
dFosB act: activators of delta FosB homodimer, primary screen, biochemical, fluorescence polarization, TAMRA-CDK5 oligo, single point | Protein FosB (Mus musculus), P13346 | purified delta FosB; percent of positive-control signal above neutral wells | activation, % at 25 µM | 0.99% of 340,000 active;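 active = mean activation above about 17%, with every replicate also reaching it, limit read from the data, passing the limit was not always enough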;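 note: fluorescence polarization rise as delta FosB binds a TAMRA Cdk5 AP-1 oligo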
Numbers without * were called inactive; . = not tested or not shown.

SMILES | Wnt bcat act | PvdQ inh | SR-BI DiI inh | NSD2 HMT inh | HTR5A ag | CDK5 p35 inh | HTR5A inv ctr | MITF TRPM1 HTS | V-ATPase pH | dFosB act
N#CC1(NC(=O)CSc2nc3ccccc3s2)CCCCC1 | 4 | -2 | 21 | 26 | -6 | 0.1 | 1 | 9 | -1 | -3
COc1ccc(CNC(=S)Nc2ccc(Br)cc2)cc1 | 0 | -7 | -7 | 1 | 1 | -0.1 | -5 | . | 5 | -3
CC(C)CNC(=O)c1c(N)n(/N=C/c2ccccn2)c2nc3ccccc3nc12 | 1 | -11 | . | -3 | -1 | 1.2 | -27 | -6 | -3 | -5
CCOC(=O)C1=CN(Cc2ccco2)S(=O)(=O)NC1c1ccc(C(F)(F)F)cc1 (centres undefined) | -2 | -18 | -12 | . | 0 | -0.3 | -1 | 6 | 0 | -10
COc1cc(OC)c(C(=O)Nc2ccc(C(=O)c3ccccc3)cc2)cc1OC | 2 | -9 | 36 | 1 | 3 | 0.0 | -9 | 10 | 2 | 10
C=C1CCC[C@]2(C)C[C@H]3OC(=O)C(CNC(CC)CO)[C@H]3CC12 (some centres undefined) | 2 | -15 | -11 | 0 | 6 | 0.7 | -23 | -26 | 1 | -3
CCCOc1cccc(C(=O)NCCNC(=O)c2ccccn2)c1 | 1 | -15 | . | 4 | 1 | 0.3 | -1 | -8 | 4 | -3
Cc1cc(C(=O)NNc2ccc(F)cc2)no1 | -5 | 7 | -21 | -3 | 1 | 0.2 | 4 | 3 | -3 | 3
NS(=O)(=O)c1cccc(NC(=O)COC(=O)CC2CC3CCC2C3)c1 (centres undefined) | -3 | -15 | -5 | -2 | 0 | 1.5 | 0 | 3 | 2 | -9
Cc1ccc(OC(=O)c2cccnc2)cc1 | 0 | 5 | -20 | 1 | -2 | 0.4 | 5 | -6 | 6 | -4
CN(C(=O)c1cccc(NC(=O)Cc2ccc(NC(=O)C3CCCN(C(=O)c4ccccc4)C3)cc2)c1)C1CCC1 (centres undefined) | -2 | -14 | 45 | . | 0 | -3.0 | 1 | -12 | -4 | -1
COc1ccccc1-n1cc(C(=O)NCC(=O)NCc2ccc(F)cc2)c2ccccc2c1=O | 0 | -2 | 3 | -1 | 2 | 1.3 | -6 | 1 | 6 | 0
O=C(c1noc2c1CCCC2)N1CCOCC1 | -3 | -14 | -23 | 1 | 5 | -3.5 | 4 | -4 | 0 | 5
CCC(C)C(NC(=O)CCC(=O)OCC(=O)[C@@]1(O)CCC2[C@@H]3CCC4=CC(=O)C=C[C@]4(C)C3[C@@H](O)C[C@@]21C)C(=O)O (some centres undefined) | 1 | -7 | -12 | 1 | -2 | -1.1 | 7 | 17 | -6 | -5
CCOC(=O)c1cnc2c(C(F)(F)F)cccc2c1N1CCN(C)CC1 | 1 | 12 | -5 | 2 | 1 | 5.1 | -4 | 7 | -1 | -4
COc1ccc(OC)c(NC(=O)C2CCCCC2C(=O)O)c1 (centres undefined) | -3 | -10 | -8 | 1 | 6 | 2.4 | 18 | 1 | 5 | 4
CCN(C(=S)NC(=O)c1ccccc1Br)C1CCCCC1 | . | -9 | -1 | 16 | 1 | -1.9 | -2 | -2 | -1 | -3
O=C(COC(=O)/C=C/c1ccc(C(F)(F)F)cc1)NCc1ccco1 | -1 | -10 | -20 | 3 | 4 | -1.7 | 18 | -5 | -2 | -11
COC(=O)CC(NC(=S)NC(=O)c1ccccc1)c1ccc(Br)cc1 (centres undefined) | 1 | -12 | 27 | 1 | -4 | 2.7 | 13 | -4 | 10 | -14
O=C(CNc1ccccc1C(=O)O)c1ccccc1 | 21 | -12 | -19 | 1 | -6 | -0.6 | 16 | 26 | -2 | -8
Cn1c(=O)c2c(n(Cc3ccccc3)c1=O)NC(=O)C2CC(=O)NCc1cccc(Cl)c1 (centres undefined) | . | 13 | -31 | 0 | -2 | 1.2 | -32 | -6 | -6 | 4
O=C(CN(Cc1ccccc1F)C(=O)c1ccco1)NCc1ccc(F)cc1 | -3 | -9 | 0 | -2 | 2 | -1.4 | -8 | 4 | -2 | -5
COc1cc(/C=N/N=C(/N)c2nonc2N)cc(Br)c1OCc1cccc(C)c1 | -1 | 5 | 41 | 0 | 6 | -0.3 | -28 | 11 | 1 | -8
O=C(c1cccc([N+](=O)[O-])c1)N1CCN(C/C=C/c2ccccc2)CC1 | -2 | 1 | -12 | . | -2 | 1.6 | 1 | -13 | 0 | -4
CN1N=C(C(=O)N2CCCC(N3CCN(c4ccc(F)cc4)CC3)C2)CCC1=O (centres undefined) | 1 | -8 | -18 | 0 | 8 | -1.0 | 5 | 12 | -4 | -5
Next section:
SMILES | Wnt bcat act | PvdQ inh | SR-BI DiI inh | NSD2 HMT inh | HTR5A ag | CDK5 p35 inh | HTR5A inv ctr | MITF TRPM1 HTS | V-ATPase pH | dFosB act
C=CCN(CC=C)C(=O)c1ccc(OC2CCN(S(=O)(=O)N(C)C)CC2)cc1 | 4 | -15 | 4 | -4 | 6 | -0.1 | 3 | 21 | 1 | -1
CCOC(=O)c1cc(-c2ccccc2)sc1NC(=O)C(C)OC(=O)c1ccncc1 (centres undefined) | -1 | -17 | 14 | -3 | 0 | 1.3 | -12 | -10 | -1 | -3
O=C(/C=C/c1ccc([N+](=O)[O-])cc1)NCC1CCCO1 (centres undefined) | . | -9 | -28 | 0 | 1 | 0.6 | 17 | -6 | -1 | -2
Cc1ccc(S(=O)(=O)N2CCN(C(=O)CN3CCCCC3)C2C(C)C)cc1 (centres undefined) | -1 | -20 | -12 | 1 | 5 | 0.6 | 18 | -10 | -1 | -1
CCOC(=O)N1CCN(C(=O)c2ccc(CS(=O)(=O)c3ccccc3OC)o2)CC1 | -9 | -14 | -12 | -3 | -3 | 1.1 | 8 | -8 | 3 | 3
COc1cc(C2NC(=O)NC(O)(C(F)(F)F)C2C(C)=O)cc(OC)c1OC (centres undefined) | 0 | -3 | 5 | -1 | 2 | . | 7 | 9 | 1 | 0
CC(C)c1ccc(Nc2nc(NCc3ccco3)nc(N3CCOCC3)n2)cc1 | -4 | -6 | -5 | 1 | 4 | -2.3 | 4 | 7 | 7 | -6
Cc1ccc(F)cc1NC(=O)C1CC(=O)N(CCc2ccccc2)C1 (centres undefined) | -2 | 17 | -8 | -2 | -1 | 1.9 | 4 | -8 | 1 | -7
COc1ccc(CCNC(=O)C2CC(O)CN2S(=O)(=O)c2ccc(Cl)cc2)cc1OC (centres undefined) | -8 | 1 | 6 | -1 | -1 | -5.4 | 4 | 5 | -1 | -8
Cc1cccc(-n2c(O)c(C=NC3CCS(=O)(=O)C3)c3ccccc3c2=O)c1 (centres undefined) | . | -8 | -3 | 1 | -1 | 0.6 | 11 | 10 | -1 | 2
O=C(NCCc1ccccc1)/C(=C\c1ccc([N+](=O)[O-])cc1)NC(=O)c1ccc(Br)cc1 | -5 | 6 | 16 | -1 | -2 | 2.5 | 18 | 0 | 1 | 4
COc1ccc(S(=O)(=O)N2CCSC2c2ccc(N)cc2)cc1 (centres undefined) | . | -9 | 1 | 0 | -7 | 5.5 | 17 | 16 | 0 | -6
COc1ccc(CN(C)CC2CCCN(CCc3ccc(F)cc3)C2)cc1OC (centres undefined) | -1 | -7 | 54 | 8 | -2 | -1.5 | 7 | . | -3 | -1
O=C(Nc1cccc(C(=O)N2CCCCC2)c1)C1CCC1 | -2 | -13 | 16 | . | -6 | -0.3 | 22 | 12 | -4 | 2
Cc1nc2ccccn2c1C(=O)NCC(C)C | 1 | -16 | -9 | -1 | -2 | 1.3 | 7 | 4 | -2 | -1
CCCCNS(=O)(=O)c1ccc2nc(SCC(=O)Nc3ccccc3)[nH]c2c1 | -2 | 6 | 4 | -1 | 2 | 0.5 | 10 | -8 | -1 | -8
O=C1/C(=C/c2ccc(F)cc2)Oc2cc(OC(=O)N3CCOCC3)ccc21 | 1 | -2 | -25 | -4 | -1 | -0.7 | -12 | 26 | 0 | -4
CC(=O)c1ccc(OCC(=O)N(C)CC(=O)Nc2ccc(N3CCOCC3)cc2)cc1 | 2 | 8 | 8 | -1 | 0 | -2.1 | 6 | -10 | 1 | -8
c1ccc2c(c1)CCN(c1ncnc3c1[nH]c1ccccc13)C2 | . | -7 | 4 | -3 | 9 | 0.1 | -16 | -53 | 4 | 1
COc1ccc(/C=C2\C(=O)c3ccccc3OC2c2ccccc2)cc1 (centres undefined) | -11 | -2 | 7 | 4 | 1 | 1.9 | 10 | . | -2 | -3
O=C1CSC(c2ccccn2)N1c1ccc(Cl)c(Cl)c1 (centres undefined) | -4 | -15 | -6 | 1 | 1 | -1.9 | 7 | . | -2 | -6
NNC(=O)c1cnn(-c2ccccc2)c1C(F)(F)F | 0 | -7 | -9 | . | -3 | -0.6 | 8 | -5 | 4 | 3
COc1ccccc1OCC(=O)Nc1ccc(C(N)=O)cc1 | . | -12 | -28 | 4 | 3 | -1.8 | 5 | -6 | -1 | -3
COc1cccc(N2CCN(C(=O)CCNS(=O)(=O)c3ccc(F)c(F)c3)CC2)c1 | 21 | 17 | 30 | -5 | 14 | -2.0 | -35 | -5 | -2 | -4
O=C(Nc1ccc(-c2cn3c(n2)SCC3)cc1)c1ccc2c(c1)OCO2 | 5 | -13 | 82* | 5 | 6 | 1.7 | -16 | 18 | 6 | -7
Cc1cc(NS(=O)(=O)c2ccc(NC(=O)Cc3cccs3)cc2)no1 | 2 | 8 | -26 | 7 | 1 | -1.0 | -22 | 6 | 2 | -4
COCCSc1nnc(NC(=O)COc2ccc3c(c2)OCO3)s1 | 3 | -13 | . | 2 | 9 | 1.2 | -24 | 9 | -1 | -2
COC(=O)[C@]1(CC(C)C)N[C@H](c2ccc(-c3cccc(Cl)c3)cc2)[C@@H]2C(=O)N(C)C(=O)[C@@H]21 | -4 | 10 | 74* | . | -1 | 1.0 | -4 | -1 | -1 | 7
CCOC(=O)N1CCC(NC(=O)c2ccc3snnc3c2)CC1 | 0 | -4 | -16 | . | 3 | -3.1 | -10 | . | -2 | 4
O=C(NC1CCCCC1)N1CCCc2ccccc21 | 1 | -15 | -8 | 1 | -4 | -1.9 | 11 | -2 | -1 | 9

Quoted at random: three records from the list
SMILES | Wnt bcat act | PvdQ inh | SR-BI DiI inh | NSD2 HMT inh | HTR5A ag | CDK5 p35 inh | HTR5A inv ctr | MITF TRPM1 HTS | V-ATPase pH | dFosB act
Cc1cccc(-n2c(O)c(C=NC3CCS(=O)(=O)C3)c3ccccc3c2=O)c1 (centres undefined) | . | -8 | -3 | 1 | -1 | 0.6 | 11 | 10 | -1 | 2
O=C(COC(=O)/C=C/c1ccc(C(F)(F)F)cc1)NCc1ccco1 | -1 | -10 | -20 | 3 | 4 | -1.7 | 18 | -5 | -2 | -11
COc1cccc(N2CCN(C(=O)CCNS(=O)(=O)c3ccc(F)c(F)c3)CC2)c1 | 21 | 17 | 30 | -5 | 14 | -2.0 | -35 | -5 | -2 | -4
